# MIN6 prolif: inducers of MIN6 beta-cell proliferation, primary screen, ATP luminescence, uHTS | 0.29% of 330,000 active | proliferation, % at 10 µM | MIN6 cells proliferation, ATPlite luminescence, 48 h; cells starved in 0.2% serum; 100% = growth in 10% serum;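 active = compounds whose signal lies at least 3.5 SD above the mean of all wells on their plate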;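 also: 0% = DMSO-treated cells in low-serum medium and 100% = 10% serum control; some compounds called inactive have numbers as strong as hits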
# mIAP act: activators of mouse IAP, primary screen, biochemical, luminescence, uHTS; 0.24% of 330,000 active; activation factor at 10 µM; intestinal alkaline phosphatase [Mus musculus]; muIAP, CDP-Star luminescence, 30 min; hits give high values; 1 = vehicle-only enzyme signal, 0 = enzyme-free wells;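 active = activation factor of at least 2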; also: the source names both 10 and 20 µM as test concentration; values of inactives mirror those of a sister screen read the other way
#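 Assay system: mouse IAP enzyme / Compound: DMSO-dissolved test compounds / Timing: 30 min, room temperature / Measured by: luminescence from enzymatic CDP-Star hydrolysis / Control set: DMSO-only wells, enzyme-free buffer wells as negative control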
# TIM10 inh: growth inhibitors of isogenic TIM10 control yeast, primary screen, counter-screen for tim10-1 yeast inhibitor project, luminescence, uHTS; S. cerevisiae TIM10 strain growth, BacTiter-Glo luminescence, 24 h; inhibition, % at 10 µM; 1.4% of 330,000 active;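 active = inhibition of 40% or more at the single tested concentration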;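 also: wild-type TIM10 isogenic control strain grown at permissive 25 °C; 0% = DMSO yeast wells and 100% = minimal medium wells without yeast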
# APOBEC3G inh: APOBEC3G DNA deaminase inhibitors, primary screen, biochemical, fluorescence, single-stranded DNA substrate, uHTS; recombinant A3G, ssDNA deamination FAM/TAMRA fluorescence; DNA dC->dU-editing enzyme APOBEC-3G (Homo sapiens), Q9HC16; 0.28% of 330,000 active; inhibition, % at 20 µM;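 active = inhibition of at least 40% at 20 µM, with no more than 30% in the related APOBEC3A deaminase screen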;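 also: plate controls were DMSO wells with A3G for no effect and wells lacking A3G enzyme for full effect; some compounds called inactive have numbers as strong as hits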
# Target sequence (Q9HC16 whole entry, looked up): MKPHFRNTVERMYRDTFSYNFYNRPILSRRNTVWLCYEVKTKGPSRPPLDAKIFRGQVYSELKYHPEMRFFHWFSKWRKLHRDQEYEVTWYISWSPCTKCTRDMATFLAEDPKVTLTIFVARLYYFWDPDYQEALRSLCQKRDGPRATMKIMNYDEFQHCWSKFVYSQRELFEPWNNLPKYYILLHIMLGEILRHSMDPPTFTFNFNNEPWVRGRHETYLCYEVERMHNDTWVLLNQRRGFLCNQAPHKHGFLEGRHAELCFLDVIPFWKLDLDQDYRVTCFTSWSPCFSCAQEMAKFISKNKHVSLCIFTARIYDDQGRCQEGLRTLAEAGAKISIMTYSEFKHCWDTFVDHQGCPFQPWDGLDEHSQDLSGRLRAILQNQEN
# hIAP block: human IAP inhibitors, primary screen, biochemical, luminescence, uHTS; inhibition, % at 10 µM; purified IAP, CDP-Star luminescence, 30 min; 0.12% of 330,000 active; Intestinal-type alkaline phosphatase (Homo sapiens), P09923;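 active = inhibition reaching a set limit with compound at 10 µM in the primary screen, cut at about 35% in these data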;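 also: plate controls were DMSO wells with enzyme for no effect and no-enzyme buffer wells for full effect; values of inactives mirror those of a sister screen read the other way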
# mIAP block: inhibitors of mouse IAP, primary screen, biochemical, luminescence, uHTS; 0.2% of 330,000 active; intestinal alkaline phosphatase [Mus musculus]; purified mouse IAP, CDP-Star luminescence, 30 min; inhibition, % at 10 µM;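 active = inhibition of at least 40% at 10 µM in the primary screen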;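 also: plate controls were DMSO with enzyme for no effect and no enzyme wells for full effect; values of inactives mirror those of a sister screen read the other way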
# NLRP3 yeast inh: NALP3 inflammasome inhibitors in reconstituted yeast, primary screen, luminescence, uHTS. Yeast reconstituted NLRP3/ASC/caspase-1, beta-gal luminescence, 24 h. inhibition, % at 10 µM. 0.39% of 330,000 active. AID 2825, 2010;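 active = inhibition of 50% or more; inactive = inhibition below 50%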;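 also: plate controls were induced DMSO wells for no effect and uninduced yeast grown without galactose for full effect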
# APOBEC3A inh: APOBEC3A ssDNA deaminase inhibitors, primary screen, selectivity assay for APOBEC3G inhibitor project, biochemical, FAM/TAMRA oligo cleavage fluorescence | recombinant A3A, FAM/TAMRA ssDNA deamination fluorescence | inhibition, % at 20 µM | 0.41% of 330,000 active | AID 493011, 2011;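 active = at least 40% inhibition at 20 µM here, with at most 30% in a related deaminase screen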;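 also: plate controls were A3A with DMSO for no effect and wells lacking A3A enzyme for full effect; some results filed as inactive read as strong as hits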
# Target sequence (P31941 whole entry, looked up): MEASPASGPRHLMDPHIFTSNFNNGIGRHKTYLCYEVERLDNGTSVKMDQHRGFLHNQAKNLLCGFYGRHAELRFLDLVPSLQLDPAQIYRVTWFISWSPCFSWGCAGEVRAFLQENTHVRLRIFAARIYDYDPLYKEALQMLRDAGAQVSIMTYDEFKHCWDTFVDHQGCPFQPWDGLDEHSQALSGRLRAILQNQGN
# tim10-1 inh: growth inhibitors of tim10-1 mutant yeast, primary screen, luminescence, uHTS; S. cerevisiae tim10-1 ts strain growth, BacTiter-Glo, 24 h; 2.2% of 330,000 active; inhibition, % at 20 µM;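 active = inhibition of at least 40%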;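 also: mutant grown at 25 °C; 0% = DMSO wells with yeast and 100% = wells holding no yeast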
# Numbers without * were called inactive.
SMILES	MIN6 prolif	mIAP act	TIM10 inh	APOBEC3G inh	hIAP block	mIAP block	NLRP3 yeast inh	APOBEC3A inh	tim10-1 inh
O=C(/C=C/c1ccc(Br)o1)Nc1nccs1	-1	0.97	-21	-3	-5	3	13	6	-33
Cc1cc(C)c2c(N)c(C(=O)NN3CC(=O)N(c4cccc(Cl)c4)CC3=O)sc2n1	-2	1	-1	-4	0	-2	17	0	-14
O=C(CCCOc1ccc(Cl)cc1)Nc1cccc(C(=O)O)c1	-2	1	-17	-4	-3	-4	13	2	3
CCOC(=O)c1sc2nccc(N(C)C)c2c1N=CNOCc1ccccc1	-2	1	-12	-4	-11	-1	28	-4	16
Cc1ccc(N(CN2C(=O)c3ccccc3C2=O)C(=O)c2ccc([N+](=O)[O-])cc2[N+](=O)[O-])cc1	-2	0.88	19	-3	8	12	25	2	23
COc1ccc(/C(N)=N/OC(=O)c2cccc([N+](=O)[O-])c2C)cc1	-4	0.95	83*	-8	5	5	12	-2	65*
CSc1cccc(CNC(=O)C2CCC(=O)N(CCCN3CCCC3=O)C2)c1 (stereo not drawn)	-3	1	3	-3	-17	0	9	1	12
CN(C)S(=O)(=O)c1ccc(Cl)c(C(=O)NNC(=O)Cn2ccc(C(F)(F)F)n2)c1	0	0.89	-9	-10	-31	11	0	-1	-1
COc1cccc(CNC(=O)c2ccc(NC(=O)CC3SC(N4CCCC4)=NC3=O)cc2)c1 (stereo not drawn)	4	0.94	0	-9	4	6	1	-6	4
CC(C)C[C@H](NC(=O)c1[nH]cnc1C(=O)N[C@@H](C)c1ccccc1)C(=O)OC(C)(C)C	-9	0.98	11	2	-34	2	10	4	27
O=C(N/N=C/c1cccs1)c1ccc2ccccc2c1	-5	1	47*	-1	0	0	66*	4	10
CC(=O)c1nn(-c2ccc(Br)cc2)cc1C(=O)c1ccco1	-1	0.96	14	-4	7	4	9	0	39
CCc1c(C(=O)Nc2ccc(C)c(C)c2)[nH]c(C)c1C(C)=O	-1	1.3	12	-8	-16	-29	14	-3	36
CSc1nnc(NC(=O)C2CCCCC2)s1	-3	1	-6	-12	3	-1	55*	0	-7
CC(OC(=O)c1ccc(S(=O)(=O)NCc2ccco2)cc1)C(=O)Nc1ccc(Cl)cn1 (stereo not drawn)	-2	0.98	5	-4	7	2	1	13	4
Cn1nc(CC(=O)Nc2ccc3c(c2)CCC3)c2ccccc2c1=O	-6	0.99	-4	-4	1	1	10	-2	2
CCN(Cc1ccccc1)C(=O)CN1C(=O)COc2ccc(S(=O)(=O)N3CCCCCC3)cc21	-1	0.9	23	-2	-2	10	7	3	16
O=c1ccc(-c2ccc(S(=O)(=O)Nc3ccccc3Cl)o2)n[nH]1	-2	0.98	9	7	8	2	-2	-5	-8
Cc1ccc(NC(=O)CN(C)C(=O)CN2C(=O)NC(C)(c3ccccc3)C2=O)cc1 (stereo not drawn)	-1	0.89	-2	-5	12	12	-5	0	11
CCOC(=O)CCNC(=O)c1ccccc1Br	3	1.1	-4	-1	-4	-7	24	-2	7
COC(=O)Cc1c(C)nc2nc(-c3ccccc3)[nH]n2c1=O	-1	1.1	7	1	-13	-8	20	6	-6
O=S(=O)(Cc1ccccc1Cl)CC(O)COc1ccccc1Cl (stereo not drawn)	1	0.96	17	1	4	4	9	5	29
COc1cc(-c2nnco2)cc(OC)c1OC	-4	0.97	0	-4	-4	3	-15	-4	-2
COc1ccccc1CC(=O)Nc1ccc(-c2noc(COc3ccc(Br)cc3)n2)cc1	-3	1	4	-1	14	-4	15	3	13
COc1ccc(C(CNCC(=O)Nc2ccccc2F)N(C)C)cc1 (stereo not drawn)	1	1	-23	-7	-37	-1	7	2	-1
Cc1ccc(C(=O)C(=O)c2ccc(C)c(N)c2)cc1N	-4	0.93	26	-5	6	7	-4	-1	8
Clc1nc(-c2ccccc2)cc(-c2ccc(Br)cc2)n1	-3	0.98	42*	-6	-12	2	9	-3	38
O=C(COC(=O)CCC(=O)c1ccc(F)cc1)Nc1ccc(F)cc1F	4	1	-19	-1	1	-4	-10	-6	11
O=C(NC(c1ccccc1)c1ccccc1)C1(c2cccs2)CCOCC1	0	0.98	27	-9	-14	2	2	-4	27
C=CCOCCN(C)C1=NS(=O)(=O)c2ccccc21	-2	1.1	-10	-9	-8	-8	24	-3	-8
O=C(COC(=O)c1ccccc1O)Nc1ccc(OC(F)F)cc1	-1	0.94	-10	-5	21	6	31	-5	-15
Cc1cc(-c2onc3ccc(Cl)cc23)ccc1O	-4	0.94	9	-5	15	6	7	-1	-3
CCOC(=O)c1c(NC(=O)CSc2nc3ccccc3s2)sc(C)c1C	-6	0.95	19	4	-1	5	14	3	18
COc1ccc(C(=O)NC2CC(C)(C)NC(C)(C)C2)cc1OC	1	1.1	0	-6	-29	-13	16	-7	1
O=C(Cn1c(=O)[nH]n(-c2ccccc2)c1=O)N1CCCc2ccccc21	1	0.91	6	10	-9	9	7	23	3
O=C(NC(=S)Nc1ccc(NC(=O)c2cccs2)cc1)c1ccco1	3	0.97	20	-2	5	3	17	-3	-12
O=C(NCCc1ccc(C(F)(F)F)cc1)C1CC(=O)N(c2ccc3c(c2)OCCO3)C1 (stereo not drawn)	-1	1	2	-7	1	-1	3	1	6
C=CCOC(=O)C1=C[C@@H](c2ccccc2)[C@H](CCCO)[C@@H](OCC)O1	1	0.93	10	-2	7	7	2	-1	0
CCc1c(O)nc(SCC(=O)Nc2cc(C)on2)n(-c2ccccc2)c1=O	2	0.88	-8	-7	15	12	8	0	-17
Brc1c(C[n+]2ccccc2)nc2ccccn12	-1	1	6	-10	6	-1	-3	-4	1
Cc1ccc(S(=O)(=O)N(C)CCCC(=O)NC(C)(C)CO)cc1	3	0.98	5	-4	-6	2	4	-1	-5
CC(C)C[C@H](NC(=O)c1nc[nH]c1C(=O)NCC(=O)OC(C)(C)C)C(=O)OC(C)(C)C	-6	1.1	13	-9	-44	-9	-17	-2	9
O=c1c(Cc2ccc(Cl)cc2)c(O)ccn1Cc1cccc(Cl)c1	-1	0.99	8	-4	-24	1	5	-3	-3
COc1ccccc1NC(=O)NC1CC(=O)N(c2ccc3c(c2)OCCO3)C1 (stereo not drawn)	-5	0.91	-7	2	-10	9	16	-4	0
CCOC(=O)N1CCN(C(=O)CSc2nnc(-c3cccc(Cl)c3)o2)CC1	-2	0.93	-8	-6	8	7	17	0	-5
COc1cc(/C=N/N=C2/NC(=O)C(CC(=O)O)S2)ccc1OCc1cccc(Cl)c1 (stereo not drawn)	-2	0.87	9	-8	0	13	28	-2	13
CCc1ccccc1N=C1S/C(=C/c2ccccc2OCC(=O)N2CCOCC2)C(=O)N1C	-3	0.95	1	1	7	5	23	2	30
NC(=O)CC[C@@H]1NC(=O)[C@H](CO)NC(=O)c2cc([N+](=O)[O-])cc(I)c2NCCC[C@@H](C(N)=O)NC(=O)[C@H](Cc2ccc(O)cc2)NC1=O	3	0.91	12	-7	18	9	13	3	12
C/C=C/C(=O)N1c2ccc(C)cc2C(C)=CC1(C)C	0	1	11	-5	-5	0	20	0	7
NC(=O)CSc1nnc(-c2cc(-c3cccs3)nc3ccccc23)o1	-2	0.96	-6	-4	1	4	8	-18	2
CCN(c1ccc(OC)cc1)S(=O)(=O)c1csc(C(=O)N2CCCC2)c1	0	0.91	-24	-8	-22	9	13	-7	24
COc1cc(C2N(c3cccc(Cl)c3)C(=O)C3CCCN32)cc(OC)c1OC (stereo not drawn)	-1	0.93	-6	-2	16	7	-8	-3	-2
Cc1cccc(C)c1NC(=O)CCCCCNS(=O)(=O)c1ccccc1	2	0.93	10	-7	8	7	3	1	-14
COc1ccc(-c2cc3ccccc3n2CC(O)CNC(CO)(CO)CO)cc1 (stereo not drawn)	1	1	-3	-5	14	-4	8	-3	10
C=CCn1c(SCC(=O)N(C)C)nc2cc(C(=O)O)ccc2c1=O	-5	1	-10	-6	-10	0	19	0	-13
CCC(=O)C1CCCN(C(=O)c2ccc3nc(-c4cccc(OC)c4)oc3c2)C1 (stereo not drawn)	-1	1	24	-4	10	-1	21	1	34
CCCNC(=O)c1ccc(COc2ccc(C(C)(C)C)cc2)o1	-2	0.98	-7	0	-4	2	22	9	19
CN(C(=O)c1cc2ccccc2oc1=O)C1(C)CCS(=O)(=O)C1 (stereo not drawn)	-1	0.96	-9	-2	9	4	-6	-2	-13
Cc1ccc(-n2c(SCC3CCCCO3)nnc2-c2ccco2)cc1 (stereo not drawn)	0	0.94	-5	-2	-21	6	6	1	26
O=C(CCCN1CCC(O)(c2cccc(C(F)(F)F)c2)CC1)c1ccc(F)cc1	-6	0.92	-46	0	15	8	35	2	-40

# (listing goes on)
SMILES	MIN6 prolif	mIAP act	TIM10 inh	APOBEC3G inh	hIAP block	mIAP block	NLRP3 yeast inh	APOBEC3A inh	tim10-1 inh
O=C(COC(=O)c1cc(S(=O)(=O)N2CCOCC2)ccc1F)c1ccc[nH]1	0	1	-10	-5	-7	0	-5	0	19
COc1ccc(OC)c(NC(=S)NN2CCOCC2)c1	0	1	17	0	-4	-4	-1	4	5
COc1ccc(Nc2nc(N)nc(CSC(=S)N3CCN(C)CC3)n2)cc1	-2	0.89	23	-1	-7	11	1	2	26
O=[N+]([O-])c1cc(Cl)cc(/C=N/Nc2nc3ccccc3s2)c1O	-5	0.65	21	0	0	35	42	0	32
Cc1nc(N2CCCCC2)nc(N2CCCCC2)c1C=O	-3	0.91	-3	-4	-2	9	3	-3	-6
O=S1(=O)CCC(N=Cc2ccc(-c3ccc(Cl)cc3)o2)C1 (stereo not drawn)	2	1.1	-26	3	-4	-7	15	1	-9
COCCn1c(N)c(N(Cc2ccccc2)C(=O)c2oc3ccccc3c2C)c(=O)[nH]c1=O	-2	0.91	-2	0	8	9	16	2	17
CS(=O)(=O)N1CCC(C(=O)Nc2c(F)cccc2F)CC1	0	0.99	-9	4	6	1	11	7	10
Cc1ccc(NC(=O)CSc2nc(C)c(C)c(C)n2)cc1S(=O)(=O)N1CCOCC1	0	1	7	-9	2	-2	9	-5	23
CCOC(=O)NN=C1CCC(c2ccccc2)CC1 (stereo not drawn)	6	0.98	17	-7	-6	2	21	-2	-4
Cc1ccc(-n2c(-c3ccc(Cl)cc3)c[n+]3c2CCC3)cc1	-4	1.1	-14	-3	-16	-12	2	0	-10
Cc1cc(Cl)c(S(=O)(=O)NC2CCCC2)cc1OCC(=O)NC1CCCCC1	-2	0.99	18	-12	10	1	5	-1	27

# High-throughput results: PubChem BioAssay, Sanford-Burnham Center for Chemical Genomics
